Screens from PubChem BioAssay.
LMP1 NFkB inh: EBV LMP1-driven NF-kappaB luciferase reporter inhibitors, primary screen, cell-based, luminescence, single point. LMP1-induced NF-kappaB luciferase reporter cells. inhibition, % at 12.5 µM. 350,000 tested, 0.69% active; in the data active = inhibition above about 41%;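 note: 0% = neutral control wells and 100% = reference inhibitor control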
NCOA1 inh: SRC1 coactivator transcriptional activity inhibitors, primary screen, cell-based, luminescence | AID 588354, 2011 | 360,000 tested, 0.12% active | HEK293 GAL4-SRC1 luciferase reporter | inhibition, % at 3.6 µM;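 active = inhibition above the campaign mean plus 3 SD, with each screening campaign given its own cutoff, cut at about 60% in these data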;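 note: 0% = DMSO treated cells and 100% = gossypol at 36 µM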
COUP-TFII inh: NR2F2 transcriptional activity inhibitors, primary screen, cell-based, luciferase reporter, HEK293T, luminescence. COUP transcription factor 2 (Homo sapiens), P24468. HEK293T NGFI-A luciferase reporter. inhibition, % at 8.6 µM. 370,000 tested, 0.7% active. AID 686940, 2013;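 active = inhibition above a per-plate cutoff, mean inhibition of test wells between control levels plus 3 SD, cut at about 38% in these data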;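 note: cells cotransfected with COUP-TFII expression vector driving the NGFI-A reporter; 0% = median of COUP-TF2 test wells and 100% = reporter-only cells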
Target sequence (P24468 whole entry, looked up): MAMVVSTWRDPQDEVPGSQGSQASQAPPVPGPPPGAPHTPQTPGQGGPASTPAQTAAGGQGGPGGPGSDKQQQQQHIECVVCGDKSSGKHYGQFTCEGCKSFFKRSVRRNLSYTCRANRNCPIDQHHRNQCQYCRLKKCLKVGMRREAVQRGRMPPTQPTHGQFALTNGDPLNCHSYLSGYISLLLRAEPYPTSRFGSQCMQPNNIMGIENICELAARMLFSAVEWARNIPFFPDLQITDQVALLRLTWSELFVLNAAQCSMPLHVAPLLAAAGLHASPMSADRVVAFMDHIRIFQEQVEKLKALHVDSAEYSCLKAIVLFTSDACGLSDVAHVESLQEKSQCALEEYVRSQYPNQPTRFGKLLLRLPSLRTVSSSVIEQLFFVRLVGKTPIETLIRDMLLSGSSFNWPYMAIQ
TRAIL sens C8: viability loss with TRAIL in NB7+C8 cells, primary screen, TRAIL sensitizer project, cell-based, ATPlite luminescence; inhibition (viability loss, TRAIL sensitization), % at 10 µM; 360,000 tested, 1% active;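 active = compounds causing at least 50% loss of cell viability in the single-dose screen, relative to plate controls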
TROY signal inh: inhibitors of TROY-driven NF-kB signaling, primary screen, Q293 LMP1-TROYcd cells, NF-kB luciferase, uHTS; Q293 LMP1-TROYcd NF-kB luciferase reporter, 4 h; 360,000 tested, 0.98% active; inhibition, % at 10 µM;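 active = compounds whose plate-normalised and pattern-corrected inhibition of the luciferase reporter signal at the single screening dose is 50% or more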
LRH-1 inv ag: LRH-1 (NR5A2) inverse agonists, primary screen, cell-based, luminescence, HEK293T, StAR-luciferase reporter | Nuclear receptor subfamily 5 group A member 2 (Homo sapiens), O00482 | LRH-1 transfected, 24 h | inhibition, % at 3.6 µM | 360,000 tested, 0.13% active;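 active = inhibition above the mean inhibition of all tested compounds plus 3 SD, cut at about 73% in these data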;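 note: 0% = DMSO wells and 100% = reporter-only cells lacking LRH-1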
KKLEB cytotox: cytotoxicity in KKLEB CF airway cells, primary screen, cytotoxicity control for CF NF-kB inhibitor project, cell-based, uHTS, fluorescence assay plates; KKLEB CF airway cells viability, ATPlite luminescence, overnight; stronger effect = lower value; cells stimulated with P. aeruginosa culture filtrate; activity change (cytotoxicity), % at 5 µM; 360,000 tested, 0.36% active; AID 602141, 2011;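 active = corrected activity change at or below -50% at 5 µM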
TWEAK-Fn14 inh: inhibitors of TWEAK-Fn14 signaling, primary screen, luciferase reporter cells, uHTS | 360,000 tested, 2% active | AID 1159606, 2016 | TWEAK-stimulated Fn14 reporter cells, luciferase luminescence, 8 h | inhibition, % at 10 µM; in the data active = inhibition above about 50%
NCOA3 inh: SRC3 coactivator transcriptional activity inhibitors, primary screen, cell-based, luminescence. Nuclear receptor coactivator 3 (Homo sapiens), Q9Y6Q9. HEK293 GAL4-SRC3 luciferase reporter. inhibition, % at 3.6 µM. 360,000 tested, 0.17% active;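 active = inhibition above a per-campaign cutoff, the mean of all compounds plus 3 SD, cut at about 60% in these data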;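 note: 0% = DMSO-treated cells and 100% = gossypol-treated cells at 36 µM; higher means less SRC3-driven luciferase light from the GAL4 reporter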
Shn3 3UTR inh: reduction of Shn3 3'UTR firefly luciferase signal, primary screen, Schnurri-3 inhibitor project, cell-based, Clone20 osteoblasts, set 2 | Clone20 osteoblast Shn3 3'UTR firefly luciferase, 24 h | inhibition, % at 12.5 µM | 360,000 tested, 0.52% active;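 active = mean inhibition of at least 75% with every replicate also reaching 75%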;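 note: 0% = median of neutral control wells and 100% = pilot-screen positive control compound; some compounds past the cut are filed as inactive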
CF NFkB block: inhibitors of PAF-induced NF-kB signaling, primary screen, cell-based, GFP fluorescence, uHTS; KKLEB NF-kB-GFP reporter, GFP fluorescence overnight; inhibition, % at 5 µM; 360,000 tested, 0.86% active;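 active = at least 50% inhibition at 5 µM, scaled per plate between neutral and stimulator controls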;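 note: PAF is a Pseudomonas aeruginosa culture filtrate used as stimulus; plate controls were PAF-stimulated DMSO wells for no effect and unstimulated DMSO wells for full effect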
* hit, by the source's call; nt = not tested or not shown. These rows are one share of the data; the hit share may differ from the screen's.

item	molecule	LMP1 NFkB inh	NCOA1 inh	COUP-TFII inh	TRAIL sens C8	TROY signal inh	LRH-1 inv ag	KKLEB cytotox	TWEAK-Fn14 inh	NCOA3 inh	Shn3 3UTR inh	CF NFkB block
1	Cc1cccc(N2CC(C(=O)Nc3nnc(SCC(=O)N4CCOCC4)s3)CC2=O)c1 (stereo unspecified)	-1	-7	12	11	-15	-25	5	-6	-16	-19	-13
2	Cn1c(=O)c2cccnc2c(=O)n1C	-2	-2	1	-8	-4	-4	-19	17	9	27	19
3	COc1ccc(-c2cc(C)no2)cc1S(=O)(=O)NCCCN1CCCCCC1	4	5	15	-20	-14	3	8	-6	-23	3	9
4	O=C(NCCN1CCOCC1)c1cc(-c2ccccc2)on1	12	-64	24	0	-29	4	4	-40	-63	-32	-19
5	C=CCC1(Cl)C(=O)C(Cl)=C(N2CCN(C)CC2)C1(OC)OC (stereo unspecified)	4	1	7	7	10	-4	-12	-4	8	-20	-7
6	CCn1c(C)c2c([n+]1CC)CC(C)(C)CC2=O	16	-5	9	-10	16	-6	4	17	12	4	-8
7	COc1ccc(NC(=O)C2=CCN(S(=O)(=O)c3ccccc3)CC2)cc1OC	-7	8	-8	-12	6	-8	0	-6	-2	-5	4
8	CCN(CC)C(=O)c1cccc(NC(=O)c2cc(-c3ccccn3)nc3ccccc23)c1	6	0	6	6	21	25	-20	12	9	-3	-8
9	Cc1nn(CC(C)C(=O)N2CCN(S(=O)(=O)c3ccc(Cl)cc3)CC2)c(C)c1C (stereo unspecified)	4	13	22	7	-4	5	8	6	7	-5	4
10	Cc1cccc(N2CCN(C(=O)c3ccc(CNc4c(N5CCC(C)CC5)c(=O)c4=O)cc3)CC2C)c1 (stereo unspecified)	3	7	-3	7	32	4	1	21	-3	10	-1
11	O=C(Nc1c[nH]c(=O)[nH]c1=O)c1ccccc1Cl	1	7	7	0	8	-3	2	-1	-25	1	10
12	O=C(NNC(=O)c1ccc(-c2ccccc2)cc1)c1ccccc1	-3	-57	-63	4	-48	-34	4	-8	-60	-10	-6
13	COc1nc(-c2ccccc2)c2cc(Br)ccc2n1	2	2	-15	-9	-19	-33	-23	12	-15	-1	26
14	O=S(=O)(c1cccc2ccccc12)N1CCC2CC1c1cc(-c3ccc(F)cc3)ccc12 (stereo unspecified)	6	-14	-10	10	-11	19	-7	-15	1	12	1
15	O=C1NCCCC1C(=O)N/N=C/c1cccc(Cl)c1 (stereo unspecified)	1	0	-7	6	3	-20	-6	-2	16	2	9

Entries of single compounds from above:
CCn1c(C)c2c([n+]1CC)CC(C)(C)CC2=O reads LMP1 NFkB inh = 16; NCOA1 inh = -5; COUP-TFII inh = 9; TRAIL sens C8 = -10; TROY signal inh = 16; LRH-1 inv ag = -6; KKLEB cytotox = 4; TWEAK-Fn14 inh = 17; NCOA3 inh = 12; Shn3 3UTR inh = 4; CF NFkB block = -8
O=C1NCCCC1C(=O)N/N=C/c1cccc(Cl)c1 (stereo unspecified) reads LMP1 NFkB inh = 1; NCOA1 inh = 0; COUP-TFII inh = -7; TRAIL sens C8 = 6; TROY signal inh = 3; LRH-1 inv ag = -20; KKLEB cytotox = -6; TWEAK-Fn14 inh = -2; NCOA3 inh = 16; Shn3 3UTR inh = 2; CF NFkB block = 9

Part of the list above in order of length of the SMILES, highest first.
item	molecule	LMP1 NFkB inh	NCOA1 inh	COUP-TFII inh	TRAIL sens C8	TROY signal inh	LRH-1 inv ag	KKLEB cytotox	TWEAK-Fn14 inh	NCOA3 inh	Shn3 3UTR inh	CF NFkB block
10	Cc1cccc(N2CCN(C(=O)c3ccc(CNc4c(N5CCC(C)CC5)c(=O)c4=O)cc3)CC2C)c1 (stereo unspecified)	3	7	-3	7	32	4	1	21	-3	10	-1
5	C=CCC1(Cl)C(=O)C(Cl)=C(N2CCN(C)CC2)C1(OC)OC (stereo unspecified)	4	1	7	7	10	-4	-12	-4	8	-20	-7
15	O=C1NCCCC1C(=O)N/N=C/c1cccc(Cl)c1 (stereo unspecified)	1	0	-7	6	3	-20	-6	-2	16	2	9

Continued.
item	molecule	LMP1 NFkB inh	NCOA1 inh	COUP-TFII inh	TRAIL sens C8	TROY signal inh	LRH-1 inv ag	KKLEB cytotox	TWEAK-Fn14 inh	NCOA3 inh	Shn3 3UTR inh	CF NFkB block
16	Cc1nnc(Nc2ccc3c(c2)OCO3)c2ccccc12	-5	-61	-20	3	-11	-59	13	-26	-32	-31	-28
17	CC(=O)Oc1ccc2nc(-c3ccc(Br)o3)oc(=O)c2c1	-3	5	-8	21	16	15	6	8	0	-4	-12
18	CC(=O)OC[C@]12CC[C@H]3[C@@](C)(CC[C@H]4C(C)(C)CCC[C@]34C)[C@@H]1CC(C1=CC(=O)OC1O)O2 (stereo partly specified)	nt	80*	82*	84*	88*	103*	-81*	108*	85*	98*	92*
19	Cc1cc(-c2ccn[nH]2)c(C)s1	1	5	19	1	-8	6	7	-2	6	-3	7
20	COC(CNS(=O)(=O)c1ccc(S(=O)(=O)N2CCCC2)cc1)OC	1	12	2	-5	3	10	-7	-1	11	12	5
21	C=CC[C@@H](Cc1ccc(F)cc1)C(=O)OC[C@H]1CCCN1C(=O)[C@H](CC=C)CC(=O)NCCO	0	-4	10	-7	-20	-2	2	-10	4	-6	-9
22	COc1ccc(/C=N/NC(=O)CNS(=O)(=O)c2ccccc2)cc1	-1	-2	-5	-2	2	27	7	-17	3	-12	11
23	CC1CCN(S(=O)(=O)N2CCC(C(=O)NCCc3ccccc3)CC2)CC1	-5	5	16	1	-9	-10	-5	-6	8	11	-1
